# Compound activity as filed in PubChem.
# EZH2 inh = EZH2 (human) methyltransferase inhibition; Q15910; PRC2 H3K27 methylation, DELFIA TRF, 1 h; inhibition, % at 12.5 µM; 57,000 tested, 0.35% active; AID 651548;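 active means mean inhibition of replicates at least 50% and every single replicate also reaching 50%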;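 further: dimethyl H3K27 on biotinylated H3 21-44 peptide detected by antibody; plate controls were median neutral control wells for no effect and median positive control wells for full effect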
# IDH1 R132H inh = blocks human IDH1 R132H reductase activity. inhibition, % at 10 µM. 70,000 tested, 0.18% active. O75874. diaphorase/resazurin fluorescence, 60 min; in the data active means inhibition above about 34%;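 further: 0% = DMSO and 100% = no enzyme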
# Target sequence (O75874 whole entry R132H): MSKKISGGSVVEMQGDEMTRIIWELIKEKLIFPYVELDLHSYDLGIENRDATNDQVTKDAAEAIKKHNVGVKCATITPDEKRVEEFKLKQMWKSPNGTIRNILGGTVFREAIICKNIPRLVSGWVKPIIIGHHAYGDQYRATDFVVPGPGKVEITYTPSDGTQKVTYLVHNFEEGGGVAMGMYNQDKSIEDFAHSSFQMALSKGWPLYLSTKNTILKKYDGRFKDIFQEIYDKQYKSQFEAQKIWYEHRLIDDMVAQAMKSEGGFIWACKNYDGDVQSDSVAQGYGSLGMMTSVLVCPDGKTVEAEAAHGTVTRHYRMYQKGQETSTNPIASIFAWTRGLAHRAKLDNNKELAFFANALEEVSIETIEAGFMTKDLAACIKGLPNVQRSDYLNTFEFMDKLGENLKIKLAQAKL
# * hit, by the source's call; / = not tested or not shown. Not all compounds are listed; the hit share may differ from the screen's.
SMILES,EZH2 inh,IDH1 R132H inh
O=S(=O)(Nc1cccnc1)c1cccc(S(=O)(=O)c2ccc(Cl)c(Cl)c2)c1,11,47*
NCc1ccccc1CC(=O)N[C@@H]1C(=O)N2C(C(=O)O)=C(CSc3nnnn3CC(=O)O)CS[C@H]12,-5,0.1
COc1cc2c(cc1NC(=O)COc1ccc(Br)cc1C)oc1ccccc12,-6,0.1
CC(=O)N(C)C[C@@H]1Oc2cc(C#Cc3ccccc3F)ccc2S(=O)(=O)N([C@@H](C)CO)C[C@H]1C,18,-0.3
COc1ccc([N+](=O)[O-])cc1NC(=O)C(C)N1C(=O)C2CC=C(Cl)CC2C1=O (centres undefined),-9,-1.0
COc1ccc(S(=O)(=O)N(C)C[C@@H]2Oc3c(NC(=O)c4nc5ccccc5s4)cccc3C(=O)N([C@@H](C)CO)C[C@H]2C)cc1,/,0.1
C[C@H]1CN([C@@H](C)CO)C(=O)Cc2cc(NC(=O)Nc3ccc4c(c3)OCO4)ccc2O[C@H]1CN(C)C(=O)Nc1ccc(F)cc1,/,0.0
CS(=O)(=O)N(CC(=O)Nc1cc(Cl)cc(Cl)c1)c1cccc([N+](=O)[O-])c1,15,0.2
C[C@H](CO)N1C[C@H](C)[C@@H](CN(C)C)Oc2cc(/C=C/c3ccccc3)ccc2S1(=O)=O,-4,-0.5
C[C@@H]1CN([C@@H](C)CO)S(=O)(=O)c2ccc(-c3cccc(C(=O)N(C)C)c3)cc2O[C@H]1CN(C)C,1,-3.0
CC(=O)N(C)C[C@@H]1Oc2ncc(C#C[C@@H](C)O)cc2C(=O)N([C@@H](C)CO)C[C@@H]1C,12,1.5
CCOC(=O)c1c(NC(=S)Nc2cnccn2)sc(C)c1-c1ccccc1,-10,0.7
CCCN(C)C[C@H]1OCCCC[C@@H](C)Oc2ccc(NS(=O)(=O)c3ccc(F)cc3)cc2C(=O)N([C@@H](C)CO)C[C@H]1C,-22,1.2
CO[C@H]1CN(C)C(=O)c2cc(NC(=O)C3CC3)ccc2OC[C@@H](C)N(CC2CCOCC2)C[C@@H]1C,6,0.1
Cc1nc(CSc2nc3[nH]ncc3c(=O)n2-c2ccccc2)cs1,/,-0.4
C[C@@H]1CN([C@H](C)CO)C(=O)Cc2cc(NS(=O)(=O)c3ccc(Cl)cc3)ccc2O[C@H]1CN(C)CC1CCCCC1,24,-0.6
C/C=C(/C)C(=O)OC(COc1c2ccoc2c(OC)c2oc(=O)ccc12)C(C)(C)O (centres undefined),/,-0.8
COC(=O)c1cccc(NC(=O)CN(c2cccc(F)c2)S(C)(=O)=O)c1C,-6,0.0
C=C1C2CCC3C(CCC4[C@]3(C)CCC[C@]4(C)C(=O)O)(C2)C1OC(=O)/C(C)=C\C (some centres undefined),/,0.9
C[C@@H]1CCCCO[C@@H](CN(C)S(C)(=O)=O)[C@@H](C)CN([C@@H](C)CO)C(=O)c2cc(NC(=O)Cc3ccccc3)ccc2O1,-17,/
O=C(CSc1nc(-c2ccccc2)cc(C(F)(F)F)n1)Nc1ccc(F)cc1,9,2.1
COc1cccc(S(=O)(=O)N[C@H]2CC[C@@H](CC(=O)NCc3ccccc3)O[C@H]2CO)c1,-9,0.4
C[C@@H]1CN([C@H](C)CO)C(=O)c2cccc(NC(=O)C3CCOCC3)c2O[C@H]1CN(C)S(=O)(=O)c1cccs1,/,2.8
C[C@@H]1CN([C@@H](C)CO)C(=O)c2cccc(NC(=O)c3ccncc3)c2O[C@@H]1CN(C)S(=O)(=O)c1cccs1,/,6.5
COc1ccc(-c2cnc3c(c2)C(=O)N([C@H](C)CO)C[C@H](C)[C@@H](CN(C)S(C)(=O)=O)O3)cc1,-4,-0.4
C[C@@H]1CN([C@@H](C)CO)C(=O)c2cc(NS(=O)(=O)c3cn(C)cn3)ccc2O[C@@H]1CN(C)CC1CCCCC1,/,1.0
Cc1ccc(N(C(C)C(=O)NC2CCCCC2)S(C)(=O)=O)cc1C (centres undefined),-4,0.0
C[C@H]1CN([C@@H](C)CO)C(=O)Cc2cc(NC(=O)Cn3cnnn3)ccc2O[C@H]1CN(C)Cc1ccc(C(=O)O)cc1,/,-0.2
CC(C)NC(=O)N[C@@H]1CC[C@@H](CC(=O)N2CCCCC2)O[C@H]1CO,0,-0.4
COc1ccc(CN(C)C[C@@H]2OCCCC[C@H](C)Oc3ccc(NC(=O)Cc4ccccc4)cc3C(=O)N([C@H](C)CO)C[C@H]2C)cc1,/,-0.6
COc1ccc(S(=O)(=O)Nc2ccc3c(c2)OC[C@H](C)NC[C@@H](C)[C@@H](OC)CN(C)C3=O)cc1,6,0.1
CC(C)NC(=O)N[C@@H]1CC[C@@H](CCNS(=O)(=O)c2ccc(Cl)cc2)O[C@@H]1CO,-12,0.1
CCCCNC(=O)C(COCc1ccccc1)OC(=O)c1ccccc1 (centres undefined),1,/
C[C@@H]1CN([C@@H](C)CO)C(=O)c2cc(NC(=O)Cc3ccccc3)ccc2O[C@@H](C)CCCCO[C@@H]1CN(C)C(=O)Cc1ccccc1,/,-5.7
CC(C)CC#Cc1cnc2c(c1)C(=O)N([C@H](C)CO)C[C@@H](C)[C@H](CN(C)Cc1ccc3c(c1)OCO3)O2,/,-0.7
C[C@@H]1CN([C@@H](C)CO)C(=O)c2cc(C#Cc3ccccc3F)cnc2O[C@H]1CN(C)S(C)(=O)=O,/,-5.8
COc1ccc(F)cc1S(=O)(=O)NCc1cccnc1,11,-0.1
CN(C)C(=O)C[C@H]1C[C@H]2c3cc(NS(C)(=O)=O)ccc3O[C@H]2[C@H](CO)O1,-3,1.1
COc1ccc(NC(=O)N(C)C[C@@H]2OCCCC[C@@H](C)Oc3ccc(NS(=O)(=O)c4ccc(C)cc4)cc3C(=O)N([C@H](C)CO)C[C@H]2C)cc1,/,2.3
CCCN1C[C@@H](C)[C@@H](OC)CN(C)C(=O)c2ccc(NS(=O)(=O)c3ccccc3)cc2OC[C@@H]1C,5,-0.1
CC1(CO)C=Cc2c(cc(O)c3c(=O)c(-c4ccc(O)cc4)coc23)O1 (centres undefined),65*,-0.3
COc1ccc(C#Cc2cnc3c(c2)C(=O)N([C@H](C)CO)C[C@H](C)[C@H](CN(C)C(=O)NC(C)C)O3)cc1OC,/,-5.9
Cc1ccc(S(=O)(=O)Nc2ccc3c(c2)C(=O)N([C@H](C)CO)C[C@@H](C)[C@@H](CN(C)C(=O)Cc2ccccc2)OCCCC[C@H](C)O3)cc1,/,-1.3
C[C@@H]1CN([C@H](C)CO)C(=O)c2cc(C#C[C@@H](C)O)cnc2O[C@@H]1CN(C)Cc1ccc(-c2ccccc2)cc1,-14,/
COc1cccc(S(=O)(=O)N[C@H]2C=C[C@@H](CC(=O)NCc3ccncc3)O[C@@H]2CO)c1,-2,0.2
CO[C@@H](CN(C)S(=O)(=O)c1ccc(Cl)cc1)[C@@H](C)CN([C@H](C)CO)S(=O)(=O)c1cccc(Cl)c1,16,-0.8
COC(=O)c1ccccc1NC(=O)C(C)NS(=O)(=O)c1ccc(C)cc1 (centres undefined),-6,-0.3
O=C(O)C[C@H]1C[C@@H]2c3cc(NC(=O)Nc4ccccc4F)ccc3O[C@@H]2[C@H](CO)O1,6,0.6
Cc1c(C(=O)Nc2ccccc2C(=O)NCc2ccco2)cccc1[N+](=O)[O-],2,0.1
C[C@H](CO)N1C[C@H](C)[C@H](CN(C)C(=O)Nc2cccc3ccccc23)Oc2ccc(NC(=O)CCCCCC(=O)Nc3ccccc3N)cc2CC1=O,-3,0.0
CCC(=O)N(C)C[C@@H]1Oc2ncc(-c3cccc(OC)c3)cc2C(=O)N([C@H](C)CO)C[C@H]1C,/,-0.8
CCCC#Cc1ccc2c(c1)O[C@H](CN(C)Cc1ccc3c(c1)OCO3)[C@H](C)CN([C@H](C)CO)S2(=O)=O,1,-1.0
C[C@@H]1CN([C@@H](C)CO)C(=O)c2c(c3ccccc3n2C)-c2ccccc2CO[C@@H]1CN(C)S(=O)(=O)c1ccc(C#N)cc1,-65,/
O=C1OCc2cc3cccc(O[C@@H]4O[C@H](CO)[C@@H](O)[C@H](O)[C@H]4O)c3c(O)c21,/,-0.6
COCC#Cc1ccc2c(c1)O[C@@H](CN(C)C(=O)c1ccccc1)[C@H](C)CN([C@H](C)CO)S2(=O)=O,-10,-0.2
C[C@H](CO)N1C[C@H](C)[C@@H](CN(C)C(=O)c2cnccn2)Oc2ncc(C#Cc3ccccn3)cc2C1=O,/,-0.8
C[C@H]1CN([C@@H](C)CO)C(=O)c2cc(NC(=O)CCC(F)(F)F)ccc2O[C@@H]1CN(C)S(C)(=O)=O,1,/
C[C@@H]1CN([C@H](C)CO)C(=O)c2cc(NS(C)(=O)=O)ccc2O[C@@H](C)CCCCO[C@@H]1CN(C)S(=O)(=O)c1ccc(Cl)cc1,/,-1.8
C[C@@H]1CN([C@@H](C)CO)C(=O)c2cc(-c3cncnc3)cnc2O[C@H]1CN(C)Cc1cncnc1,/,-0.1
CO[C@H]1CN(C)C(=O)c2cc(NC(=O)C3CC3)ccc2OC[C@@H](C)N(CC2CCOCC2)C[C@H]1C,11,-0.1

# Filtered by structure: those above containing a Cl atom.
SMILES,EZH2 inh,IDH1 R132H inh
O=S(=O)(Nc1cccnc1)c1cccc(S(=O)(=O)c2ccc(Cl)c(Cl)c2)c1,11,47*
COc1ccc([N+](=O)[O-])cc1NC(=O)C(C)N1C(=O)C2CC=C(Cl)CC2C1=O (centres undefined),-9,-1.0
CS(=O)(=O)N(CC(=O)Nc1cc(Cl)cc(Cl)c1)c1cccc([N+](=O)[O-])c1,15,0.2
C[C@@H]1CN([C@H](C)CO)C(=O)Cc2cc(NS(=O)(=O)c3ccc(Cl)cc3)ccc2O[C@H]1CN(C)CC1CCCCC1,24,-0.6
CC(C)NC(=O)N[C@@H]1CC[C@@H](CCNS(=O)(=O)c2ccc(Cl)cc2)O[C@@H]1CO,-12,0.1
CO[C@@H](CN(C)S(=O)(=O)c1ccc(Cl)cc1)[C@@H](C)CN([C@H](C)CO)S(=O)(=O)c1cccc(Cl)c1,16,-0.8
C[C@@H]1CN([C@H](C)CO)C(=O)c2cc(NS(C)(=O)=O)ccc2O[C@@H](C)CCCCO[C@@H]1CN(C)S(=O)(=O)c1ccc(Cl)cc1,/,-1.8

# Grouped by structure, the entries above with an aryl thioether with sulfur outside any ring.
SMILES,EZH2 inh,IDH1 R132H inh
NCc1ccccc1CC(=O)N[C@@H]1C(=O)N2C(C(=O)O)=C(CSc3nnnn3CC(=O)O)CS[C@H]12,-5,0.1
Cc1nc(CSc2nc3[nH]ncc3c(=O)n2-c2ccccc2)cs1,/,-0.4
O=C(CSc1nc(-c2ccccc2)cc(C(F)(F)F)n1)Nc1ccc(F)cc1,9,2.1

# (further entries)
SMILES,EZH2 inh,IDH1 R132H inh
Cc1noc(C)c1NC(=O)N(C)C[C@H]1OCCCC[C@H](C)Oc2ccc(NS(=O)(=O)c3ccc(Cl)cc3)cc2C(=O)N([C@@H](C)CO)C[C@H]1C,/,-3.8
C[C@@H]1CN([C@@H](C)CO)C(=O)c2cc(NC(=O)Cc3ccccc3)ccc2O[C@@H](C)CCCCO[C@H]1CN(C)C(=O)c1ccncc1,/,0.2
C[C@H](CO)N1C[C@H](C)[C@H](CN(C)C(=O)c2cccc(F)c2)Oc2ncc(-c3ccncc3)cc2C1=O,/,0.0
CCCNC(=O)N(C)C[C@@H]1Oc2ncc(/C=C/c3ccccc3)cc2C(=O)N([C@H](C)CO)C[C@H]1C,-6,0.1
CNC[C@H]1Oc2cc(C#CC(C)(C)O)ccc2S(=O)(=O)N([C@@H](C)CO)C[C@@H]1C,-16,2.3
Cc1noc(C)c1S(=O)(=O)N(C)C[C@@H]1Oc2c(NS(C)(=O)=O)cccc2C(=O)N([C@@H](C)CO)C[C@H]1C,/,-0.3
COc1ccc(S(=O)(=O)N(C)C[C@H]2OCCCC[C@H](C)Oc3ccc(NC(=O)C4CCCCC4)cc3C(=O)N([C@H](C)CO)C[C@H]2C)cc1,/,2.2
Cc1cc(-c2ccccc2)nc(SCC(=O)O)n1,-4,0.0
C[C@@H]1CN([C@H](C)CO)C(=O)c2cc(C#Cc3cccnc3)cnc2O[C@H]1CN(C)S(=O)(=O)c1ccccc1F,8,/
CO[C@H](CN(C)C(=O)c1ccc2c(c1)OCO2)[C@@H](C)CN([C@@H](C)CO)S(=O)(=O)c1ccccc1,5,-0.4
C[C@@H]1CCCCO[C@H](CN(C)C(=O)Nc2ccc3c(c2)OCO3)[C@H](C)CN([C@@H](C)CO)C(=O)c2cc(NC(=O)c3ccncc3)ccc2O1,/,5.4
Cc1cc(OCC(=O)Nc2cccc(C(=O)O)c2)cc(C)c1Cl,6,0.6
Cc1c(NC(=O)CSc2nc3cc(C(=O)N4CCCC4)ccc3s2)c(=O)n(-c2ccccc2)n1C,6,0.0
CO[C@@H]1CN(C)C(=O)c2ccc(NC(=O)Nc3cccc(F)c3)cc2OC[C@@H](C)N(C(=O)C2CC2)C[C@@H]1C,-13,-0.4
C[C@@H]1CN([C@@H](C)CO)C(=O)c2cc(N(C)C)ccc2O[C@@H](C)CCCCO[C@H]1CN(C)Cc1ccncc1,-4,-0.9
C[C@H]1CN([C@@H](C)CO)C(=O)Cc2cc(NC(=O)Cc3cn(C)c4ccccc34)ccc2O[C@H]1CN(C)Cc1ccc(-c2ccccc2)cc1,/,-0.5
CCOc1cc([N+](=O)[O-])ccc1NC(=O)CC1Sc2ccccc2NC1=O (centres undefined),/,0.2
C[C@@H]1CN([C@@H](C)CO)C(=O)Cc2cc(NC(=O)Cc3ccccc3)ccc2O[C@H]1CN(C)S(=O)(=O)c1ccccc1,-7,0.8
